SIRT5 block – blocks human SIRT5 desuccinylation of peptide; 1.1% of 330,000 active; Purified SirT5, succinyl-peptide AMC, trypsin-coupled fluorescence; inhibition, % at 15 µM; AID 652115; Q9NXA8; in the data active = inhibition above about 15%; inconclusive = no clear call, values can overlap the other calls
Target sequence (Q9NXA8 whole entry, looked up): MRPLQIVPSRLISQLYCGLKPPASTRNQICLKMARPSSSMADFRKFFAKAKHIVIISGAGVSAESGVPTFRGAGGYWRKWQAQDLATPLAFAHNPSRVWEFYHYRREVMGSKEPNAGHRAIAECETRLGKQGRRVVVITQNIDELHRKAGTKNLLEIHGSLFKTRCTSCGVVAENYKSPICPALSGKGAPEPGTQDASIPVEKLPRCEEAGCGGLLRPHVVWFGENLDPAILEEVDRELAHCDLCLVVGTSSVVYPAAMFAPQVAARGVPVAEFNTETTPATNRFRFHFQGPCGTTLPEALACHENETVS
Casp6 inh – inhibitors of human caspase-6 | purified caspase-6, Z-VEID-R110 cleavage fluorescence | inhibition, % at 12.5 µM | 0.53% of 350,000 active | P55212 | AID 686996;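 active = mean inhibition across replicates at least about 35%, with every replicate also reaching that limit, limit read from the data; inconclusive = only one of the two criteria met; inactive = neither criterion met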;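 note: 0% = median of neutral control wells and 100% = no fluorescence left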
Target sequence (P55212 24-179 limits assumed): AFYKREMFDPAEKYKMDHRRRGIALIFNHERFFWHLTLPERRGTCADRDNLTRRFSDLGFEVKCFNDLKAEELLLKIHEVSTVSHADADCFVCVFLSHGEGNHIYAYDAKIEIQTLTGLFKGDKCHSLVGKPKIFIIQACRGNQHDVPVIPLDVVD
Target sequence (P55212 194-293 limits assumed): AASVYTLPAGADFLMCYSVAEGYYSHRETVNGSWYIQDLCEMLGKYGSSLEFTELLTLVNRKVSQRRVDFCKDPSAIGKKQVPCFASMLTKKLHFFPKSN
ERp5 block – inhibitors of human ERp5. Q15084. ERp5 insulin aggregation, absorbance 650 nm, 90 min. inhibition, % at 9.99 µM. 0.05% of 350,000 active. AID 651711;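 active = mean replicate inhibition above about 25%, with every replicate also reaching it, limit read from the data, passing the limit was not always enough; inconclusive = only one of those two criteria met; inactive = neither criterion met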
Target sequence (Q15084 whole entry, looked up): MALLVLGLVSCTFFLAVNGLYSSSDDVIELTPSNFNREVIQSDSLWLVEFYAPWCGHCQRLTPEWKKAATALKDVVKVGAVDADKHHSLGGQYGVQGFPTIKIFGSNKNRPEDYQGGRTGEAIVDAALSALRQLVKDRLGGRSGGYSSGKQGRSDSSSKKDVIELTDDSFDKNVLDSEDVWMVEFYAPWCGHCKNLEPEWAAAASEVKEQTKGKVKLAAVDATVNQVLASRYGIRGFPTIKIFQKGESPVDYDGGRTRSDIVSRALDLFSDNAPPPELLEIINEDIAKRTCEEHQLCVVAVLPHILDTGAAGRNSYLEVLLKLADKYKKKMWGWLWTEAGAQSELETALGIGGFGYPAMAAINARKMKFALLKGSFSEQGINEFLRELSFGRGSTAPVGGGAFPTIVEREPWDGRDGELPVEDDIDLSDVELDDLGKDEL
F508del corr – CFTR F508del correction in bronchial cells; CFBE cells, YFP halide quenching; stimulated with forskolin plus potentiator P3; % fluorescence drop versus neutral controls; activity (quench increase), % at 7.58 µM; 0.36% of 350,000 active; AID 720511;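 active = mean added fluorescence quench of at least 8% versus neutral control, with both replicates also reaching 8%; inconclusive = only one of the mean or replicate conditions met; inactive = mean below 8% and not both replicates reaching 8%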;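 note: cells transiently co-express mutant CFTR-F508del with the halide-sensitive YFP; corrector assay measuring rescue of mutant channel to the surface after 24 h compound exposure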
miR122 inh – inhibitors of miR-122 in Huh7 cells. AID 602342. 0.3% of 340,000 active. Huh7 miR-122 Renilla luciferase sensor, 48 h; neutral wells = 0, positive control = 100. activation (reporter increase), % at 12.5 µM;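 active = mean replicate activation score at least 90 and every replicate individually at or above 90; inconclusive = only one of the two criteria met; inactive = neither criterion met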;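 note: higher luciferase means less miR-122 activity so hits act as miR-122 inhibitors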
ERAP1 inh – inhibitors of human ERAP1 aminopeptidase; recombinant ERAP1, Leu-AMC fluorescence, 60 min; AID 652197; inhibition, % at 10.7 µM; 0.15% of 340,000 active;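 active = mean replicate inhibition of at least 30%, or all replicates individually reaching that 30% level; inactive = mean below 30% and not every replicate reaching it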;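 note: 0% = neutral control wells and 100% = L-leucinethiol positive control wells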
DENV2 CPE rescue – inhibitors of DENV2 cytopathic effect; 1.7% of 350,000 active; DENV2-infected cells, cytopathic effect rescue, plate reader; CPE inhibition, % at 9.99 µM; in the data active = CPE inhibition above about 20%, passing the limit was not always enough; inconclusive = no clear call, values can overlap the other calls; tested in BHK-21 cells;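 note: 0% = median of neutral control wells and 100% = median of positive control wells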
An asterisk follows results filed as active; ? = inconclusive; · = not tested or not shown; & = joins results of further samples; [ ] = another dose, or the depositor's remark.

SMILES	SIRT5 block	Casp6 inh	ERp5 block	F508del corr	miR122 inh	ERAP1 inh	DENV2 CPE rescue
O=C(C1CCOCC1)N1C[C@H]2[C@@H](c3ccccc31)[C@@H](CO)N2C(=O)Nc1ccccc1F	3	-3	-5	1.8	-14[16.7 µM]	0	1
C/C(=C/c1ccccc1)C(=O)N1CCN(c2ccc(F)cc2)CC1	-2	1	-1	1.6	·	1	-2
C[C@H](CO)N1C[C@H](C)[C@@H](CN(C)C(=O)Cc2ccccc2)OCCCC[C@H](C)Oc2ccc(NC(=O)Nc3ccc4c(c3)OCO4)cc2C1=O	5	-1	-4	-0.1	3[16.7 µM]	-3	4
Cn1cc(S(=O)(=O)c2ccccc2)c(=O)c2cc(F)c(N3CCOCC3)cc21	-4	3	·	1.6	-1	-1	-2
Clc1ccc(-c2nnc(CCc3ccccc3)o2)c(Cl)c1	-5	2	-5	-1.8	-2	4	·
CCNC(=O)[C@@H]1[C@@H](CO)[C@@H]2Cn3c(ccc(-c4ccccc4)c3=O)[C@@H]2N1C(=O)C1CCCC1	-16	-6	-4	-3.6	2[16.7 µM]	1	0
CC(NC(=O)C(C)N1CCN(Cc2ccccc2)CC1)c1ccccc1 (stereo not drawn)	1	-1	-1	-0.3	·	4	-5
Cc1cccnc1NC(=O)CCNC(=O)c1ccc(Br)cc1	-6	1	1	-0.1	1	-1	-1
CCC(=O)N1CC2(C1)CN(C(=O)c1ccccn1)[C@H](CO)c1c2c2ccc(OC)cc2n1C	2	-3	3	-0.2	·	2	7
Cc1noc(C)c1C(=O)N(C)Cc1ccccc1	-3	-7	-4	0.4	·	-1	1
COc1ccc(C(=O)NCC(=O)N/N=C/c2ccco2)cc1OC	2	-8	-2	3.9	2	1	-1
CCCN(CCC)CCNC(=O)CCC(=O)Nc1ccc2nc(N3CCOCC3)cc(C)c2c1	-17	9	3	0.8	5	-1	5
O=c1ccc2c(-c3ccccc3S(=O)(=O)O)c3ccc(O)c(O)c3oc-2c1O	16*	88*	7	-3.5	-5	17	0
C[C@@H]1CN([C@@H](C)CO)C(=O)c2cc(NC(=O)Nc3ccc(C(F)(F)F)cc3)ccc2O[C@@H](C)CCCCO[C@@H]1CN(C)Cc1ccc(C(F)(F)F)cc1	·	·	·	0.3	-5[16.7 µM]	·	8
Cc1ccc(NC(=O)COC(=O)c2ccc(S(=O)(=O)N3CCCC3)cc2)cc1	-2	0	-2	-1.3	-11	1	-6
O=C1CC(C(=O)N2CCc3ccccc32)CN1c1ccccc1 (stereo not drawn)	0	0	1	-1.1	-11	1	0
CCO[C@@H]1OC(C(N)=O)=C[C@H](c2ccc(C(F)(F)F)cc2)[C@H]1CCCO	·	-2	7	1.8	0	·	-8
Cc1ccc(NC(=O)C2CC(=O)N(c3ccc4c(c3)OCCO4)C2)nc1 (stereo not drawn)	2	1	-7	-0.5	0	-1	6
CC(=O)N1CCc2cc(NC(=O)C3(C)CCN3CCc3ccccc3)ccc21 (stereo not drawn)	·	-2	6	-0.4	4	-2	15
C[C@H]1CN([C@@H](C)CO)C(=O)c2cc(-c3cccnc3)cnc2O[C@H]1CN(C)S(C)(=O)=O	-4	3	6	0.7	-4[16.7 µM]	1	12
COc1cccc(-c2ccc3c(c2)O[C@@H](CN(C)Cc2cncnc2)[C@@H](C)CN([C@@H](C)CO)S3(=O)=O)c1	·	·	-3	-0.2	-6[16.7 µM]	·	12
O=C(CCN1CCOCC1)Nc1cc(C(=O)Nc2ccc(Cl)cc2)ccc1N1CC2CC(C1)c1cccc(=O)n1C2 (stereo not drawn)	0	-1	-2	-2.7	0	-4	2
Cc1cccn2c(=O)nc(SCC(=O)NCc3ccco3)nc12	1	16	-5	0.8	1	-11	0
CO[C@H]1CN(C)C(=O)c2ccc(NC(=O)C3CC3)cc2OC[C@H](C)N(C(=O)C2CCOCC2)C[C@@H]1C	-4	0	-1	-2.1	4[16.7 µM]	1	1
COc1ccc2oc(=N)c(C(=O)Nc3ccc(F)cc3)cc2c1	-4	0	1	-0.2	·	-3	0
CC1CC(C)CN(C(=O)C(C)N(C)CC(=O)Nc2ccc(F)cc2)C1 (stereo not drawn)	0	-2	-1	0.3	-3	8	18
CCN(CC)C(=O)c1ccc2nc(-c3ccccc3)c(-c3ccccc3)nc2c1	-6	0	2	·	·	-7	11
Cc1cccc(-n2ncc3c2CCCC3NC(=O)c2ccc[n+]([O-])c2)c1C (stereo not drawn)	-6	-1	·	-2.6	-18	1	4
CCN(CC)CCn1c2c(c(SCC(=O)Nc3ccc(F)c(F)c3)nc1=O)CCC2	1	-2	-2	9.2*	2	0	-3
CCN(CC)CCNC(=O)c1ccc(NC(=O)c2cccc(-n3cnnn3)c2)cc1	1	-68	-2	0.0	·	2	9
COc1ccc2c(c1)[C@@H]1[C@H](CO2)[C@H](c2ccccc2)[C@]2(C)C(=O)NCC(=O)N12	0	0	-5	0.0	-9	-2	?
CCn1c(COc2cccc(OC)c2)nnc1SCC(=O)Nc1ccccc1C(=O)OC	0	5	1	·	-4	4	·
COc1ccc(CCN2C(=O)CCC2(C)C(=O)NC2CCCC2)cc1OC (stereo not drawn)	-7	2	-1	-1.1	-2	·	·
CN(C)C(=C(C#N)C#N)N1CCN(c2ccc(Cl)cc2)CC1	-7	-4	3	3.1	·	-3	-4
CCCn1c(=O)c(C(=O)NCc2ccccc2Cl)c(O)c2ccccc21	3	1	1	0.5	-2	2	3
COc1cccc(Nc2nc(N)c([N+](=O)[O-])c(NCc3ccco3)n2)c1	-6	2	0	-0.5	0	-1	-6
O=C1CN(C(=O)COC(=O)CCS(=O)(=O)c2ccccc2Cl)c2ccccc2N1	-6	5	-1	0.8	4	-1	-3
CCOC(=O)c1ccc(NC(=O)c2nc[nH]c2C(=O)N[C@@H](CCCCNC(=O)OC(C)(C)C)C(=O)OC(C)(C)C)cc1	·	6	-7	5.6	-5	-3	·
Cc1cccc(/C=N/NC(=O)c2ccc(NC(=O)c3ccccc3C)cc2)n1	-2	-2	2	-1.4	·	-5	7
Cc1ccc(NC(=O)c2sc(C)nc2C)c(C)c1	-3	51*	2	2.9	·	-2	0
CC(=O)Nc1ccc(S(=O)(=O)Nc2nc3ccccc3nc2Nc2ccc3ccccc3c2)cc1	8	1	2	2.4	2	3	-1
CCOc1ccc(CN(C)CC(=O)Nc2ccc3c(c2)CCC3)cc1OC	0	0	-6	1.3	·	1	1
C[C@@H]1CN([C@H](C)CO)C(=O)c2cc(NC(=O)Nc3ccc(C(F)(F)F)cc3)ccc2O[C@H]1CN(C)S(=O)(=O)c1cn(C)cn1	6	0	-5	-1.2	-5[16.7 µM]	-2	15
Cc1ccc(NC(=O)C(C)C(=O)Nc2ccc(C)cc2)cc1	2	-5	1	-1.0	-6	-5	-2
C[C@H]1CN([C@@H](C)CO)C(=O)c2cc(C#CC3(O)CCCC3)cnc2O[C@H]1CN(C)Cc1ccncc1	7	3	0	-0.3	7[16.7 µM]	0	-2
CCOC(=O)C1=C(COC(=O)c2ccccc2OC)NC(=O)NC1C (stereo not drawn)	0	-2	-2	-1.4	-5	20	4
O=C(O)c1ccccc1Sc1ccccc1S(=O)(=O)NC1CCCCC1	1	1	-4	-1.2	-1	-11	14
CC(=O)Oc1ccc(N2C(=O)C3C(C2=O)C(C(=O)c2ccc(Cl)cc2)N2CCCC32)cc1 (stereo not drawn)	2	7	-4	-2.3	·	·	3
Cn1ccnc1Sc1nc2ccccc2nc1NS(=O)(=O)c1ccccc1	0	5	1	-0.9	·	0	-1
CN(C)c1ccc(/C=N\NC(=O)c2cccc3cc[nH]c23)cc1	0	1	3	1.7	·	·	3

Laid out differently: results already given
Structure,SIRT5 block,Casp6 inh,ERp5 block,F508del corr,miR122 inh,ERAP1 inh,DENV2 CPE rescue
CCOc1ccc(CN(C)CC(=O)Nc2ccc3c(c2)CCC3)cc1OC,0,0,-6,1.3,·,1,1
C[C@@H]1CN([C@H](C)CO)C(=O)c2cc(NC(=O)Nc3ccc(C(F)(F)F)cc3)ccc2O[C@H]1CN(C)S(=O)(=O)c1cn(C)cn1,6,0,-5,-1.2,-5[16.7 µM],-2,15
Cc1ccc(NC(=O)C(C)C(=O)Nc2ccc(C)cc2)cc1,2,-5,1,-1.0,-6,-5,-2

(more compounds)
SMILES	SIRT5 block	Casp6 inh	ERp5 block	F508del corr	miR122 inh	ERAP1 inh	DENV2 CPE rescue
O=C(NCc1ccccc1)c1cnc(Cc2c[nH]c3ccccc23)c(I)c1	-1	0	2	-0.4	-2	·	?
C[C@H](CO)N1C[C@H](C)[C@H](CN(C)C(=O)Nc2cccc3ccccc23)Oc2c(NC(=O)c3ccc(-c4nccs4)cc3)cccc2C1=O	-3&8	3&-1	-2&-1	0.6&-0.5	3[16.7 µM]	1&1	?
COc1ccc(NC(=O)Nc2ccc3c(c2)CC(=O)N([C@H](C)CO)C[C@H](C)[C@H](CN(C)S(=O)(=O)c2ccc(F)cc2)O3)cc1	-7	1	-3	-0.3	-1[16.7 µM]	0	8
CN1CCN(C(=O)C[C@@H]2CC[C@H]3[C@@H](COC[C@@H](O)CN3C(=O)C3CCCC3)O2)CC1	-4	-1	-7	2.2	8[16.7 µM]	1	-7
CC(C)(O)C#Cc1ccc([C@@H]2[C@H]3CN(C(=O)c4ccncc4)CCCCN3[C@H]2CO)cc1	-3	4	2	-2.1	-2[16.7 µM]	0	-3
CCCC(=O)Nc1ccc2c(c1)OC[C@H](C)N(C(C)=O)C[C@@H](C)[C@H](OC)CN(C)C2=O	-3	2	2	·	1[16.7 µM]	0	0
COc1ccc(CN2CCCC(N3CCN(c4cccc(Cl)c4)CC3)C2)cc1OC (stereo not drawn)	-6	-3	2	7.0	8	1	?
Clc1cccc(Cl)c1CNc1ccc(N2CCCC2)cc1	2	0	-2	-0.1	·	-4	4
CC(NC(=O)Cc1ccccc1)c1ccccc1 (stereo not drawn)	3	-3	2	-1.2	-1	1	6
CC(=O)N(C)C[C@@H]1Oc2ncc(-c3cncnc3)cc2C(=O)N([C@H](C)CO)C[C@H]1C	1	-3	3	-0.9	-7[16.7 µM]	2	-5
COC(=O)[C@]12CCCCC=C1N(Cc1cccc3ccccc13)C(=O)[C@H](CC(=O)N1CCC(c3ccccc3)CC1)C2	5	1	0	0.9	·	-3	18
Cc1ccc(CSc2nc3[nH]ncc3c(=O)[nH]2)cc1	0	2	0	-2.6	·	0	0
CCOc1ccccc1NCc1cc(=O)oc2cc(C)c(O)cc12	-8	3	-3	-2.8	-5	5	12
O=C(C1CC1)N1CC(=O)N2[C@H](CO)[C@@H](c3ccc(C#CCc4ccccc4)cc3)[C@@H]2C1	2	1	5	1.8	·	0	-1
CC(C)C1C(=O)N(Cc2cn(CCC3OCCO3)nn2)CCS(=O)(=O)N1Cc1ccc(-c2ccc(Cl)cc2)cc1 (stereo not drawn)	4	2	-5	0.8	-15	2	-17
CC(C(=O)NCC1CCCCC1)N(C)Cc1ccc(Br)cc1 (stereo not drawn)	-2	-3	2	0.4	·	-4	-1
C[C@H]1CN([C@@H](C)CO)C(=O)c2cc(NC(=O)Cc3cn(C)c4ccccc34)ccc2O[C@@H]1CN(C)C(=O)NC1CCCCC1	·	-1	-6	1.2	-1[16.7 µM]	0	-1
N/C(=N\OC(=O)CCCN1C(=O)c2ccccc2C1=O)c1ccccn1	-1	-1	-1	3.8	·	3	-4
COC(=O)CCCCC(=O)OC	·	-3	-2	-0.8	1	0	-11
COc1ccc(OCCSc2nnc(C(C)NC(=O)c3ccccc3F)n2C)cc1 (stereo not drawn)	-2	1	2	-0.2	·	2	-2
CCOC(=O)N1C2C=C(C)[C@@H]2[C@@H]2CC(=O)N21 (stereo partly drawn)	1	3	8	-1.6	-3	-5	·
CC(C)Cc1ccc(CN2CC[C@@H](NC(=O)c3ccccc3)C2)cc1	12	-1	0	1.6	·	-2	8
COc1ccc(S(=O)(=O)Nc2cccc3c2O[C@@H](CN(C)S(=O)(=O)c2ccc(Cl)cc2)[C@@H](C)CN([C@H](C)CO)C3=O)cc1	4	-1	8	-18	11[16.7 µM]	-1	13
C[C@H](CO)N1C[C@H](C)[C@H](CN(C)S(=O)(=O)c2ccc(F)cc2)OCCCC[C@H](C)Oc2ccc(NC(=O)c3ccccc3)cc2C1=O	8	-1	2	-2.3	-7[16.7 µM]	1	28*

Screens as filed in PubChem.

Compounds as they come, and some 4% of all compounds hit somewhere here.
